Assay outcomes: PubChem, Broad Institute
PGC1a acetyl inh: lowers PGC1a acetylation signal in U2OS cells; AlphaScreen anti-acetyl-lysine; with virally co-expressed GCN5 acetyltransferase; inhibition, % at 15.6 µM; AID 651687; 0.17% of 350,000 active;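 active = every replicate shows inhibition of at least 40%; inconclusive = mean inhibition at least 40% but some replicate below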;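 also: 0% = neutral control wells and 100% = positive control wells; some results beyond the cut were filed as inactive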
Cneo AK release: causes C. neoformans cell lysis | adenylate kinase release luminescence, 4 h; normalised: neutral wells 0, clomiphene wells 100 | lysis activity, % at 15 µM | 0.2% of 360,000 active | AID 651654;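 active = mean lysis activity across replicates of at least 80%, whatever share of replicates individually reach that level; inactive = mean lysis activity below 80%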
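Assay system: Cryptococcus neoformans yeast cells / Dosing: single-point compound dose / Timing: 4 h at 37 °C static, read 1 h later / Measured by: luminescence of released adenylate kinase using an AK detection reagent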
Statin myotox sup: suppression of simvastatin myotoxicity; C2C12 myotubes + simvastatin, ATP luminescence, 48 h; scaled: DMSO 0, geranylgeraniol control 100; rescue of ATP level, % at 7.49 µM; 0.78% of 330,000 active; AID 602340;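 active = mean ATP rescue above about 67%, or every replicate alone reaching that limit, limit read from the data, passing the limit was not always enough; inconclusive = no clear call, values can overlap the other calls; inactive = mean under the limit and some replicate under it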;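 also: myotubes were challenged with 10 µM simvastatin during compound exposure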
Starred values were filed as active, the others as inactive; ? = inconclusive.

No.	mol	PGC1a acetyl inh	Cneo AK release	Statin myotox sup
1	CC(NC(=O)Cc1ccc(F)cc1)c1ccccc1 (centres undefined)	1	1	10
2	CC(C)N(Cc1nc(-c2ccc(Cl)cc2)no1)C(=O)C(c1ccccc1)c1ccccc1	-15	0	4
3	CCS(=O)(=O)N1CCCC(C(=O)NCCCOC(C)C)C1 (centres undefined)	-2	-1	7
4	O=C(c1cccs1)N(Cc1nc2sc3c(c2c(=O)[nH]1)CCCC3)C1CCCC1	-12	3	22
5	Cn1c(C(=O)N2CCN(C(=O)c3ccco3)CC2)cc2c(=O)n3ccccc3nc21	7	1	-6
6	CC1CCCN(C(=O)C(C)Sc2nc(-c3ccccc3)cc(C(F)(F)F)n2)C1 (centres undefined)	-11	-2	30
7	Oc1csc(Cc2nc(-c3ccc4ccccc4c3)cs2)n1	9	1	7
8	O=C(CN1CCc2ccccc2C1)Nc1ccccc1N1CCCCCC1	-37	4	29
9	O=C(CSc1nnc(CNc2ccc(Cl)cc2)n1Cc1ccccc1)NCc1ccco1	3	-1	-3
10	COC(=O)CC1COc2ccccc2N1C(=O)c1ccc(Cl)cc1 (centres undefined)	0	-2	-6
11	COc1ccc(NC(=O)c2cnc(C)cn2)cc1-n1cnnn1	0	-2	-7
12	COc1ccc2[nH]c(=O)c(CN(Cc3ccco3)C(=O)c3ccccc3)cc2c1	3	1	6
13	O=C1C2=C(Nc3ccccc3SC2c2ccco2)c2ccccc21 (centres undefined)	-8	-1	-54
14	COc1ccc(N2CCN(CC(=O)N3CCC(C)CC3)CC2)cc1	3	-1	1
15	COC(=O)c1cc(OC)c(OC)cc1-n1cnc2cc(OC)c(OC)cc2c1=O	-3	-1	3
16	Cn1nc([N+](=O)[O-])nc1N1CCN(c2ccc(F)cc2)CC1	2	-1	-7
17	CCCn1c(SCC(=O)NCCc2ccc(OC)c(OC)c2)nc2c1c(=O)n(C)c(=O)n2C	8	2	27
18	CC(C)CC(=O)Nc1nnc(S(=O)(=O)N(C)Cc2ccco2)s1	4	-1	4
19	O=C(Nc1cc(C(F)(F)F)ccc1N1CCOCC1)c1cccnc1	2	0	-79
20	COc1ccc2[nH]c(=O)c(COC(=O)c3ccco3)cc2c1	6	4	-4

Whole records, quoted from the list. Values in the order: PGC1a acetyl inh	Cneo AK release	Statin myotox sup
`CC(C)CC(=O)Nc1nnc(S(=O)(=O)N(C)Cc2ccco2)s1` as listed: 4	-1	4
`COc1ccc(NC(=O)c2cnc(C)cn2)cc1-n1cnnn1` as listed: 0	-2	-7
`COC(=O)c1cc(OC)c(OC)cc1-n1cnc2cc(OC)c(OC)cc2c1=O` as listed: -3	-1	3
`O=C1C2=C(Nc3ccccc3SC2c2ccco2)c2ccccc21` (centres undefined) as listed: -8	-1	-54
`COc1ccc(N2CCN(CC(=O)N3CCC(C)CC3)CC2)cc1` as listed: 3	-1	1

Exported with two lines to a compound: entries from further up.
Values in the order – PGC1a acetyl inh	Cneo AK release	Statin myotox sup
#15 COC(=O)c1cc(OC)c(OC)cc1-n1cnc2cc(OC)c(OC)cc2c1=O
→ -3	-1	3
#16 Cn1nc([N+](=O)[O-])nc1N1CCN(c2ccc(F)cc2)CC1
→ 2	-1	-7
#17 CCCn1c(SCC(=O)NCCc2ccc(OC)c(OC)c2)nc2c1c(=O)n(C)c(=O)n2C
→ 8	2	27
#18 CC(C)CC(=O)Nc1nnc(S(=O)(=O)N(C)Cc2ccco2)s1
→ 4	-1	4
#19 O=C(Nc1cc(C(F)(F)F)ccc1N1CCOCC1)c1cccnc1
→ 2	0	-79
#20 COc1ccc2[nH]c(=O)c(COC(=O)c3ccco3)cc2c1
→ 6	4	-4

The list goes on:
No.	mol	PGC1a acetyl inh	Cneo AK release	Statin myotox sup
21	CC(=O)c1c(N2CCOCC2)nc(=S)n(-c2ccc([N+](=O)[O-])cc2)c1C	2	1	0
22	Cc1cnc(C(=O)OCC(=O)Nc2oc(-c3ccccc3)c(-c3ccccc3)c2C#N)cn1	-7	1	0
23	NC1=NC[C@@H](CC2CCCCC2)N1CCc1cc(C(F)(F)F)cc(C(F)(F)F)c1	-27	20	-100
24	O=C(N/N=C/c1ccc2cccc(OCc3ccccc3)c2n1)c1ccc(Cl)cc1	-7	-3	-17
25	CCCC(=O)Nc1ccc(C(=O)Nc2nnc(COC)s2)cc1	-2	0	-5
26	CCOC(=O)c1cnc(-n2nc(C)cc2C)nc1Nc1cccc(C(=O)O)c1	7	-1	5
27	COc1ccc(-c2nnc(NC(=O)c3ccc(S(=O)(=O)N4CCCc5ccccc54)cc3)o2)cc1	-3	4	-28
28	O=C(Nc1ccccc1)N(C1=NCCC1)c1ccc(OC(F)F)cc1	15	0	0
29	C(=NCCCN1CCOCC1)c1ccc2c(c1)OCO2	-2	-2	-1
30	O=C(OCn1ncc(Br)c(Br)c1=O)c1ccc(F)cc1	?	-4	-47
31	CC1=CC(C)(C)N2C(=O)C3(C(C#N)=C(N)OC4=C3C(=O)CCC4)c3c(C)c(C)cc1c32 (centres undefined)	10	-1	22
32	CCOC(=O)CSc1nnc(NCC(=O)OC)c(=O)[nH]1	2	3	2
33	Cc1ccc(CN2C(=O)CCC2C(=O)NCCCN2CCCC(C)C2)cc1 (centres undefined)	-5	1	9
34	O=C(NC1CCc2ccccc21)C1CCN(S(=O)(=O)c2ccc(-n3cnnn3)cc2)CC1 (centres undefined)	7	-1	-4
35	COc1cc(C)c(S(=O)(=O)N2CCOCC2)cc1C(C)C	-7	2	-26
36	COc1ccccc1NC(=O)c1cc(Sc2nncn2C)nc2ccccc12	3	-9	-1
37	C=C(C)C1CC=C(C)/C(=N/NC(=O)COc2ccc(C)cc2)C1 (centres undefined)	2	-4	4
38	COc1cccc(/C=N\NC(=O)c2cc(OCC(F)(F)F)ccc2OCC(F)(F)F)c1	0	2	124*
39	CCCc1nnc(SCc2ccc(OCC)cc2)n1N	5	1	-8
40	CCOC(=O)Cn1nc(/C=C/c2ccc(C(C)C)cc2)ccc1=O	-10	-8	-7
41	O=C(NN1C(=O)c2ccccc2NC1c1ccccn1)c1ccc(Br)cc1 (centres undefined)	14	1	5
42	COc1ccc(C(O)C(CN2CCOCC2)c2ccccc2)cc1F (centres undefined)	9	-8	9
43	CC(CSc1nc2ccccc2s1)Cn1c(N2CCCC2)nc2c1c(=O)[nH]c(=O)n2C (centres undefined)	-32	-1	53
44	COCCNC(=O)C(C)OC(=O)c1nsc(Cl)c1Cl (centres undefined)	2	1	-1
45	Cc1ccc(C(C)NC(=O)C2CCCO2)cc1C (centres undefined)	-2	-2	-9
46	CC1=C(C(=O)Nc2ccccc2)C(c2cccc([N+](=O)[O-])c2)Nc2nc3ccccc3n21 (centres undefined)	-6	4	34
47	CCn1c(SCC(=O)N2CCN(c3ccccc3F)CC2)nnc1-c1ccoc1C	-11	-3	8
48	S=C(Nc1ccccc1)N1CCn2c1nc1ccccc12	3	-3	2
49	COc1ccc(-c2cc(C3CC3)nc3sc(C#N)c(N)c23)cc1	-7	8	77*
50	Cc1cc(N2CCOCC2)nc2ccc(NC(=O)C3CCC(C)CC3)cc12 (centres undefined)	-6	3	-17
51	O=C(OCCCCN1C(=O)c2ccccc2C1=O)c1ccc(S(=O)(=O)N2CCCC2)cc1	9	-3	21
52	CC(C)(C)c1ccc(CNc2cc(N3CCOCC3)ccc2[N+](=O)[O-])cc1	3	-1	-21
53	O=C(CSc1ncn[nH]1)Nc1nnc(-c2ccccc2)s1	-7	-2	9
54	CC1(C)NC(=O)N(CC(O)CN2C(=O)NC(C)(C)C2=O)C1=O	-2	4	-4
55	N#C/C(=C\c1cccc(Oc2ccc(C(F)(F)F)cc2[N+](=O)[O-])c1)c1nc2ccccc2[nH]1	5	-2	-6
56	CC1CCCCC12NC(=O)N(CC(=O)NCCc1ccccn1)C2=O (centres undefined)	-13	0	-4
57	Cn1cnnc1SCC(=O)NC(=O)NC1CCCC1	2	1	-5
58	O=c1c(-c2ccc3c(c2)OCCO3)c(C(F)(F)F)oc2cc(O)cc(O)c12	-3	-2	-5
59	COc1ccc(C2c3c(nc[nH]c3=O)Oc3nc[nH]c(=O)c32)cc1	-8	0	4
60	Cc1ccc(NC(=O)COC(=O)CCC(=O)c2cccs2)cc1S(=O)(=O)N1CCOCC1	-8	1	-7
61	Cc1[nH]nc2c1C(c1ccc(F)cc1)C(C#N)=C(N)O2 (centres undefined)	4	1	-12
62	O=C(c1cccc(C(F)(F)F)c1)N1CCCCCC1	9	-3	9
63	CCOC(=O)N1CCN(CCC(=O)Nc2ccc(Br)cc2)CC1	4	-1	-3
64	CCNC(=O)CC1C(=O)N(c2ccccc2)C(=O)N1Cc1ccc(OC)cc1 (centres undefined)	-9	-6	-16
65	C[C@@]12C(=O)Nc3cc(Cl)ccc3C(=O)N1[C@H]1c3ccccc3OC[C@@H]1[C@@H]2c1ccccc1	0	1	7
66	Fc1ccc(Cn2nnnc2CN2CCc3ccccc3C2)cc1	26	0	2
67	O=S(=O)(Nc1ccccc1Cl)c1ccc(F)cc1	13	2	-1
68	CN(C)c1nc(Nc2ccccc2)nc(N(C)C)n1	-8	1	-40
69	Cc1nc(NCCO)c(C#N)c2c1COC(C)(C)C2	3	1	-6
70	COc1ccc(C2(O)CC3CCC(C2)N3c2nc(C)cc(C)c2C#N)cc1 (centres undefined)	-36	-1	11

(continued)
No.	mol	PGC1a acetyl inh	Cneo AK release	Statin myotox sup
71	COc1ccc(-n2c(=O)c3c4c(sc3n(CC(=O)NCc3ccco3)c2=O)CCC4)c(OC)c1	-9	2	4
72	O=C(O)C1CCCCC1C(=O)Nc1ccccn1 (centres undefined)	-10	1	105*
73	Cc1csc(-c2cnn(-c3ccccc3)c2NC(=O)c2ccccc2)n1	-5	0	0
74	CC(C)(C)c1ccc(C2=CC(c3ccccc3)n3ncnc3N2)cc1 (centres undefined)	1	6	2
75	c1ccc(C2OC3c4cccc5cccc(c45)C3N2c2ccccc2)cc1 (centres undefined)	6	-2	-1
76	CCCSc1nnc(CSc2nc3nc(C)cc(C)n3n2)o1	0	-1	11
77	CCCn1c(N)c(C(=O)CSc2nc3ccccc3n2CCC#N)c(=O)n(C)c1=O	8	0	0
78	CC(C)COCC1CC2(CC(C)C(=O)CC2=O)C(=O)O1 (centres undefined)	2	8	-3
79	O=C(CSCc1nc2ccccc2[nH]1)N1CCN(c2ccc(F)cc2)CC1	-9	0	53
80	Cc1ccc(C)c(OCCCC(=O)Nc2nccs2)c1	-7	7	-1
81	O=C(CCS(=O)(=O)c1cc(Br)cc2c1N(C(=O)C1CC1)CC2)NCc1ccco1	4	-1	10
82	COc1cccc(-c2sc3ccc(OC)cc3c2-c2ccc(OCCN3CCCCC3)cc2)c1	5	16	-11
83	Clc1ccc(OCCSCc2nc3ccccc3[nH]2)cc1	-21	1	?
84	O=C(NCc1ccccn1)c1cnc2sccn2c1=O	-18	-1	16

This is a subset; count on the stated rates, not on these rows.
